# From PubChem BioAssay
# PAFAH1B3 inh: PAFAH1B3 enzyme inhibitors, primary screen, biochemical, fluorescence polarization, human; Platelet-activating factor acetylhydrolase IB subunit alpha1 (Homo sapiens), Q15102; recombinant PAFAH1B3, FP-rhodamine probe; inhibition, % at 3.39 µM; 0.28% of 340,000 active; AID 492972, 2010;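 active = inhibition above the screen-wide average of all tested compounds plus 3 SD, cut at about 25% in these data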;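 note: 0% = enzyme with DMSO only and 100% = wells lacking PAFAH1B3 protein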
# PAFAH1B2 FP inh: PAFAH1B2 enzyme inhibitors, primary screen, biochemical, fluorescence polarization, human; Platelet-activating factor acetylhydrolase IB subunit alpha2 (Homo sapiens), P68402; recombinant PAFAH1B2, FP-rhodamine activity probe; inhibition, % at 3.39 µM; 1.2% of 340,000 active; AID 492953, 2010;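 active = inhibition above the mean of all tested compounds plus 3 SD, cut at about 24% in these data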;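 note: 0% = enzyme with DMSO and 100% = wells lacking PAFAH1B2; many of its hits are not listed in these tables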
# Starred values were filed as active, the others as inactive. This is a subset; count on the stated rates, not on these rows.
SMILES,PAFAH1B3 inh,PAFAH1B2 FP inh
O=[N+]([O-])c1cncn1CCN1CCOCC1,8.0,3.6
CCCCCCCCCCCCCCC[C@@H](O)[C@@H](N)CO,-4.1,4.5
O=C1NC(=S)S/C1=C\C=C\c1ccc([N+](=O)[O-])o1,16.7,9.4

# Structures above containing a nitro group on carbon (2):
SMILES,PAFAH1B3 inh,PAFAH1B2 FP inh
O=[N+]([O-])c1cncn1CCN1CCOCC1,8.0,3.6
O=C1NC(=S)S/C1=C\C=C\c1ccc([N+](=O)[O-])o1,16.7,9.4

# Part of the list above in order of SMILES length, largest number first.
SMILES,PAFAH1B3 inh,PAFAH1B2 FP inh
O=C1NC(=S)S/C1=C\C=C\c1ccc([N+](=O)[O-])o1,16.7,9.4
CCCCCCCCCCCCCCC[C@@H](O)[C@@H](N)CO,-4.1,4.5
O=[N+]([O-])c1cncn1CCN1CCOCC1,8.0,3.6
